EPAC2 ag: qHTS for Agonist of cAMP-regulated guanine nucleotide exchange factor 4 (EPAC2): primary screen | EPAC2 activation, biochemical qHTS; response scale: 100% = 6.5 mM cAMP response | Potency, µM (highest dose often 154 µM), for inactives: at the top dose activation, usual class: activators | 360,000 tested, 0.079% active | AID 720711, 2013; note: potency is the fitted concentration of half-maximal effect; nearly all actives have a fitted effect of over 50% in size
Target sequence (Q8WZA2 whole entry, looked up): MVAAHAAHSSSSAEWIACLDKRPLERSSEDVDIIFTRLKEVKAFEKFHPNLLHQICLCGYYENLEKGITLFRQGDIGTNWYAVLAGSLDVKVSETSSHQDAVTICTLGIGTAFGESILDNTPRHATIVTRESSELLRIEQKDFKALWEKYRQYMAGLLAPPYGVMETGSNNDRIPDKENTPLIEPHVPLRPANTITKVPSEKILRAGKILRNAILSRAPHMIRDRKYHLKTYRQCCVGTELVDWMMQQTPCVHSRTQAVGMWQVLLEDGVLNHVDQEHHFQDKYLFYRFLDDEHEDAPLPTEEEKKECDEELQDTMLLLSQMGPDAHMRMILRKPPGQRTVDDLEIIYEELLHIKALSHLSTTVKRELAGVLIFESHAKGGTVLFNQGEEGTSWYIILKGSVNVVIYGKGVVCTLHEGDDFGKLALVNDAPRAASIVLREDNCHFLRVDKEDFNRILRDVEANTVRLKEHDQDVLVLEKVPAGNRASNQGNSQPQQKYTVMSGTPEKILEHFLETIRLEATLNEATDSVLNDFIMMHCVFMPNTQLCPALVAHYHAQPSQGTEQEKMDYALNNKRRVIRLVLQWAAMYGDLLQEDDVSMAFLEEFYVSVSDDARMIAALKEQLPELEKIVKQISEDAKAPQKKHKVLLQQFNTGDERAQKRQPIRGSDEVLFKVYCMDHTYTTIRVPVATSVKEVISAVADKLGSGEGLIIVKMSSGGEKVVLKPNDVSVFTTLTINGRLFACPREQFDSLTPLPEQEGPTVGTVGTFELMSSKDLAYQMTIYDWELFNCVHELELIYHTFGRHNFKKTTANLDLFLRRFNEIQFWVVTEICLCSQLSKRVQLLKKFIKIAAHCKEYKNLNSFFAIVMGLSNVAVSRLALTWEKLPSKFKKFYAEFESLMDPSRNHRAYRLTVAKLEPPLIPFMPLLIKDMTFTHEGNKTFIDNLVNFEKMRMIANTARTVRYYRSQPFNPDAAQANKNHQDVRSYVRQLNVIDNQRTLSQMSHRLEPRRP
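Setup: EPAC2 100 nM, labeled Rap1B complex 250 nM, free GDP 50 uM. Compound titrations pinned in, brief spin, 5 min room temperature incubation. Kinetic fluorescence read over 30 min, normalized to 6.5 mM cAMP.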
EPAC2 antagonist: qHTS for Antagonist of cAMP-regulated guanine nucleotide exchange factor 2 (EPAC2): primary screen; Rap guanine nucleotide exchange factor 4 (Homo sapiens), Q8WZA2; EPAC2 GEF exchange of Rap1B-BODIPY-GDP, fluorescence; Potency, µM (highest dose often 114 µM), without a hit: at the top dose activity, negative = inhibition, actives largely listed as inhibitors; 360,000 tested, 0.18% active; note: potency is the fitted concentration of half-maximal effect; % is set by controls: 0 for no effect and ±100 for the full control effect; nearly all actives have a fitted effect of over 45% in size; many of its hits are not listed in these tables
DRD3 antagonist: qHTS of D3 Dopamine Receptor Antagonist: qHTS; D(3) dopamine receptor (Homo sapiens), P35462; D3R cells, DiscoveRx beta-arrestin luminescence, antagonist mode; hits give low values; max response, negative = inhibition, %; 360,000 tested, 2.5% active; AID 652054, 2013; in the data active = max response below about -50%; inconclusive = no clear call, values can overlap the other calls; note: % is set by controls: 0 for no effect and ±100 for the full control effect; mostly tested at two doses, the higher about 12 µM
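Cells plated overnight at 1500 cells/well, then exposed to library compounds with dopamine controls for 90 minutes at 37 degrees C. DiscoveRx reagent added for 30–60 minutes at room temperature; luminescence read, quantitative HTS format.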
aSyn yeast inh: qHTS of alpha-syn Inhibitors | Yeast expressing alpha-synuclein, growth rescue, BacTiter-Glo, 24 h | Potency, µM (top dose mostly 46.1 µM), for the others: at the highest dose growth rescue (activation), actives largely listed as activators | 370,000 tested, 0.14% active; note: potency is the fitted concentration of half-maximal effect; % of control where 0% means no effect; nearly all actives have a fitted effect of over 65% in size
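Rescue of yeast growth: cells expressing toxic alpha-synuclein, induced in galactose at OD600 0.02, incubated with compound 24 h at 30 C. ATP luminescence quantified growth; inhibitors of toxicity appear as activators.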
TDP43 rescue: qHTS of TDP-43 Inhibitors; TDP-43 expressing yeast growth rescue, BacTiter-Glo, 24 h; Potency, µM (titrated, usually from 46.1 µM), for inactives: at the highest dose growth rescue (activation), actives largely listed as activators; 410,000 tested, 1.8% active; AID 652104, 2013; note: potency is the fitted concentration of half-maximal effect; % of control where 0% means no effect; nearly all actives have a fitted effect of over 50% in size
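Galactose-induced TDP-43 yeast, OD600=0.02, compound pinned; 24 hr, 30 deg C; BacTiter-Glo luminescence for growth. Inhibitors of TDP-43 toxicity read as activators.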
Abeta rescue: qHTS for compounds that reverse cellular toxicity of Amyloid beta (A-beta) peptide in yeast: Primary Screen. yeast expressing A-beta42, growth rescue, OD600, 48 h; response scale: 0% DMSO, 100% iron-clioquinol control. Potency, µM (doses to about 46.1 µM), for inactives: at the top dose growth rescue, actives largely listed as activators. 410,000 tested, 0.063% active. AID 1347071, 2019; note: potency is the fitted concentration of half-maximal effect; nearly all actives have a fitted effect of over 55% in size
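Growth rescue measured by 600 nm absorbance after 48 h yeast culture at 30 C with compound. Values normalized between DMSO and an equimolar ferric chloride plus clioquinol control.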
DRD3 agonist: qHTS of D3 Dopamine Receptor Agonist: qHTS. max activation, %. D3R DiscoveRx beta-arrestin cells, luminescence, 90 min. 410,000 tested, 0.58% active. AID 652048, 2013. D(3) dopamine receptor (Homo sapiens), P35462; in the data active = max activation above about 30%; note: 0% is about no effect; mostly tested at two doses, the higher about 12 µM
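Cells at 1500/well, incubated overnight, then treated with pinned compounds (dopamine as control) for 90 min at 37 degrees C. DiscoveRx reagent added for 30 - 60 minutes at room temperature; luminescence read.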
FUS suppressor: qHTS for Suppressors of FUS Proteinopathy: Primary screen using FUS-linked yeast assay. S. cerevisiae FUS-expressing, growth rescue, OD600, 24 h. Potency, µM (series often up to 76.6 µM), for the others: at the top dose growth rescue (activation), most hits filed as activators. 390,000 tested, 0.24% active;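 note: potency is the fitted concentration of half-maximal effect; plate controls were DMSO vehicle for no effect and reference control for full effect; nearly all actives have a fitted effect of over 55% in size; some results filed as inactive show a strong effect at the top dose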
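Yeast expressing FUS under galactose induction, OD 0.005 in 2% galactose medium; compounds in a dilution series, 24 h at 30C. Growth rescue by absorbance at 600 nm; CP55940 positive control, DMSO negative.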
Starred values were filed as active, the others as inactive; u = inconclusive; x = not tested or not shown; [ ] = another dose, or the depositor's remark. Unless noted, calls come from the whole dose curve; as a rule, active = well fitted curve in the direction sought with a large enough effect; inconclusive = small, poorly fitted or top-dose-only effect, or another doubt; inactive = no such curve, though single readings can be large; an effect the other way counts as inactive or inconclusive.

| # | SMILES | EPAC2 ag | EPAC2 antagonist | DRD3 antagonist | aSyn yeast inh | TDP43 rescue | Abeta rescue | DRD3 agonist | FUS suppressor |
| --- | --- | --- | --- | --- | --- | --- | --- | --- | --- |
| 1 | CCOC(=O)c1ccc(S(=O)(=O)NNc2ccc(C(F)(F)F)cn2)cc1 | -8% | -3% | 18 | -4% | 6% | -9% | 5 | -11% |
| 2 | COc1ccccc1-c1nnc2n1N=C(C(C)(C)C)CS2 | -3% | 21% | 3 | 1% | -5% | 1% | -3 | 9% |
| 3 | CC(=O)N1N=C(c2ccc([N+](=O)[O-])cc2)CC1c1ccccc1Cl (stereo unspecified) | 15% | 2% | -20 | 13% | u | -18% | 5 | 43% |
| 4 | CC(=O)N1CCN(c2ccc(NC(=O)C(C)Oc3ccc(Cl)cc3Cl)cc2)CC1 (stereo unspecified) | -5% | -3% | 20 | 3% | 11µM* | 15% | 4 | u |
| 5 | C=CCNC(=O)NS(=O)(=O)c1ccc(C)cc1 | 4% | -6% | u | -2% | -20% | -1% | 3 | -15% |
| 6 | Cc1ccc(C)c(N2CCN(S(=O)(=O)c3cc4c(cc3Cl)NC(=O)CO4)CC2)c1 | 10% | -2% | -15 | 1% | 23% | 1% | 0 | -17% |
| 7 | O=S(=O)(c1ccc(N2CCN(c3ccc(F)cc3)CC2)cc1)N1CCCC1 | 7% | 8% | 21 | -5% | -15% | 2% | 2 | 4% |
| 8 | CCOC(=O)C1C(C)=CC(=O)CC1c1ccco1 (stereo unspecified) | -2% | -5% | 0 | -2% | -9% | 0% | -6 | 2% |
| 9 | Cc1cccc2nc(CSc3nnc(N)s3)cn12 | 6% | 0% | 2 | 1% | 6% | -5% | -4 | 8% |
| 10 | CN1CCN(S(=O)(=O)c2ccc(NC(=S)NC(=O)C3CC3)cc2)CC1 | -9% | 6% | 4 | 2% | 10% | 18% | 2 | -19% |
| 11 | CC(C)[C@H](NC(=O)OCc1ccccc1)C(=O)OCC(=O)NC1(C#N)CCCC1 | 0% | 6% | -27 | 4% | 0% | -17% | -17 | x |
| 12 | Cc1cc(Br)ccc1NC(=O)C1CCN(S(=O)(=O)c2ccc(Br)s2)CC1 | x | x | x | x | 9% | -3% | 0 | -18% |
| 13 | CC(=O)Nc1ccc2nc(-c3ccccc3)cn2c1 | -6% | -6% | 3 | -6% | 9% | 14% | 4 | 1% |
| 14 | CCOc1ccc(NCC(=O)N/N=C/C=C/c2ccccc2)cc1 | -3% | 0% | 20 | 3% | 29% | -17% | 1 | -22% |
| 15 | Cc1nn(C)cc1CNC(=O)C1(C)CC1(Cl)Cl (stereo unspecified) | 3% | 8% | 15 | -6% | 8% | -7% | -5 | x |
| 16 | Cc1cccc(-n2cc[nH]c2=S)c1C | 4% | 12% | 7 | 7% | u | 6% | 1 | -22% |
| 17 | COC(=O)c1ccc(NC(=O)CN2C(=O)CNC2=O)cc1 | 3% | -1% | -24 | 0% | 15% | -9% | 1 | 3% |
| 18 | CSc1ccccc1NC(=O)CN(C)C(C)C(=O)Nc1ccc(C#N)cc1 (stereo unspecified) | 7% | 8% | -19 | -3% | -15% | -27% | -12 | 9% |
| 19 | CC(C)=CCC[C@H](C)C[C@@H]1CC2=C(C(=O)OC(C)(C)O2)[C@@H](c2ccc(F)cc2)O1 | 2% | -8% | 4 | 6% | 17% | -6% | 2 | 22% |
| 20 | Cc1cc(C)nc(SCC(=O)N/N=C/c2cccn2-c2cccc(C(F)(F)F)c2)n1 | 6% | -30% | 11 | 0% | 14% | 6% | 1 | 12% |
| 21 | CC1CCN(C(=O)c2cc3ccccc3c(=O)o2)CC1 | -3% | 17% | 2 | 6% | 18% | 4% | 1 | x |
| 22 | O=S(=O)(Nc1cc2nc3ccccc3nc2n1Cc1ccccc1)c1ccc(Cl)cc1 | 27% | u | -5 | -8% | 14% | -6% | -12 | x |
| 23 | O=C(NNC(=S)NCC1CCCO1)c1cc(Br)ccc1Cl (stereo unspecified) | -1% | 2% | -11 | 0% | 20% | 11% | -7 | x |
| 24 | COc1ccc(OCc2nnc(SCC(=O)Nc3ccc(C)cc3)o2)cc1 | 0% | 1% | 13 | 5% | 11% | 11% | 6 | 6% |
| 25 | CCOC(=O)c1nnn(CC(=O)N2N=C(c3ccc(Cl)cc3)CC2c2ccc(OC)cc2)c1C(=O)OCC (stereo unspecified) | 6% | 5% | 4 | -5% | -8% | -7% | -8 | 18% |
| 26 | Cc1cccc(NC(=O)c2cc(S(=O)(=O)c3ccccc3)ccc2Cl)c1 | -83%[15.6 µM] | -14% | 44 | 0% | 1% | 20% | -1 | 19% |
| 27 | CS(=O)(=O)N(CC(=O)Nc1ccc(Cl)c(Cl)c1)C1CCCCC1 | 11% | -11% | 1 | 9% | 16µM* | 0% | -1 | 27% |
| 28 | O=C(C[n+]1cc(Br)cc(Br)c1)c1ccc(Cl)cc1 | -2% | -3% | -27 | 1% | -9% | -7% | -11 | 0% |

Fetched one by one from the list above, 3 records:
| # | SMILES | EPAC2 ag | EPAC2 antagonist | DRD3 antagonist | aSyn yeast inh | TDP43 rescue | Abeta rescue | DRD3 agonist | FUS suppressor |
| --- | --- | --- | --- | --- | --- | --- | --- | --- | --- |
| 19 | CC(C)=CCC[C@H](C)C[C@@H]1CC2=C(C(=O)OC(C)(C)O2)[C@@H](c2ccc(F)cc2)O1 | 2% | -8% | 4 | 6% | 17% | -6% | 2 | 22% |
| 22 | O=S(=O)(Nc1cc2nc3ccccc3nc2n1Cc1ccccc1)c1ccc(Cl)cc1 | 27% | u | -5 | -8% | 14% | -6% | -12 | x |
| 27 | CS(=O)(=O)N(CC(=O)Nc1ccc(Cl)c(Cl)c1)C1CCCCC1 | 11% | -11% | 1 | 9% | 16µM* | 0% | -1 | 27% |

Some of the entries so far, as labelled records.
#24 COc1ccc(OCc2nnc(SCC(=O)Nc3ccc(C)cc3)o2)cc1
  EPAC2 ag = 0%
  EPAC2 antagonist = 1%
  DRD3 antagonist = 13
  aSyn yeast inh = 5%
  TDP43 rescue = 11%
  Abeta rescue = 11%
  DRD3 agonist = 6
  FUS suppressor = 6%

#25 CCOC(=O)c1nnn(CC(=O)N2N=C(c3ccc(Cl)cc3)CC2c2ccc(OC)cc2)c1C(=O)OCC (stereo unspecified)
  EPAC2 ag = 6%
  EPAC2 antagonist = 5%
  DRD3 antagonist = 4
  aSyn yeast inh = -5%
  TDP43 rescue = -8%
  Abeta rescue = -7%
  DRD3 agonist = -8
  FUS suppressor = 18%

#26 Cc1cccc(NC(=O)c2cc(S(=O)(=O)c3ccccc3)ccc2Cl)c1
  EPAC2 ag = -83%[15.6 µM]
  EPAC2 antagonist = -14%
  DRD3 antagonist = 44
  aSyn yeast inh = 0%
  TDP43 rescue = 1%
  Abeta rescue = 20%
  DRD3 agonist = -1
  FUS suppressor = 19%

Screening data (PubChem)

These rows are one share of the data (hit frequency here may not be typical).
